MK inhibit = S. pneumoniae mevalonate kinase inhibition. inhibition, % at 10 µM. 0.48% of 65,000 active. purified MK, PK/LDH-coupled NADH absorbance 340 nm;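 active = ranked among the strongest by inhibition in the single 10 µM screen, a fixed top-ranked set picked for dose follow-up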; also: no value below 0 was filed
HPDE-C7K KRASV12 = cytotoxicity in KRAS-transformed pancreatic duct cells, primary screen, cell-based, fluorescence, HTS (AID 431); HPDE-C7K KRASV12 cells, Alamar Blue viability, 48 h; higher % means a stronger effect; one-dose cytotoxicity, % at 10 µM; EC50 in µM for titrated hits; 1.7% of 63,000 active;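 active = compounds whose percent cytotoxicity in the single-dose primary screen, scaled between solvent and toxic-drug controls, exceeds 50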;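 also: 0% = DMSO solvent wells and 100% = doxorubicin-treated wells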
PMK inhibit = blocks S. pneumoniae phosphomevalonate kinase | purified PMK, PK/LDH-coupled NADH absorbance 340 nm | inhibition, % at 10 µM | 0.49% of 65,000 active | AID 539;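 active = top-ranked compounds by inhibition in the single 10 µM screen, taking a fixed number of the strongest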;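 also: 0% = full reaction with DMSO carrier and 100% = background rate without enzyme reaction; no value below 0 was filed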
DPM-DC inhibit = S. pneumoniae DPM-DC inhibition; purified DPM-DC, PK/LDH coupled NADH fluorescence; 0.49% of 65,000 active; calls only at 10 µM;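 active = the 320 compounds with the highest percent inhibition in the single-dose primary screen, excluding strongly autofluorescent ones, cut at about 32% in these data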;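 also: kinetic rate of NADH fluorescence loss reporting ADP formed by the decarboxylase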
Alkaline phosphatase = inhibition of tissue-nonspecific alkaline phosphatase – biochemical, luminescent (AID 518) | purified TNAP enzyme, luminescent substrate readout; higher % means a stronger effect | inhibition, % at 20 µM, or IC50 in µM where a hit was titrated | 0.09% of 64,000 active; in the data active = a potency from the dose series; inactive = the rest, 99 in 100 with inhibition below about 22%;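 also: plate controls were vehicle for no effect and reference inhibitor for full effect; many of its hits are not listed in these tables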
HT1080 viability = cytotoxicity in HT1080 fibrosarcoma cells, cell-based, fluorescence readout (AID 620). 0.42% of 87,000 active. cytotoxicity, % at 10 µM; hits with a dose series show EC50 in µM. HT1080 viability, fluorescence; higher % means a stronger effect;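 also: cells exposed to compound overnight then 4 h with Alamar Blue; 0% = vehicle DMSO and 100% = killing control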
HPDE-C7 viability = HPDE-C7 pancreatic duct cell viability loss – fluorescence, HTS (AID 430) | one-dose cytotoxicity, % at 10 µM; EC50 in µM for titrated hits | 1.8% of 63,000 active | HPDE-C7 pancreatic duct cells viability, fluorescence; higher % means a stronger effect;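 also: cells exposed to compound for 48 hours before viability readout; 0% = vehicle and 100% = reference cytotoxic drug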
Bfl-1 inhibitors = Bfl-1 inhibitors, primary screen, biochemical, fluorescence polarization, FITC-Bid, mouse (AID 432). FITC-Bid BH3 peptide fluorescence polarization displacement; higher % means a stronger effect. displacement, % at 20 µM; hits with a dose series show IC50 in µM. 0.02% of 64,000 active; in the data active = a potency from the dose series; inactive = the rest, 99 in 100 with displacement below about 15%; also: strong numbers were not always called active
LYP phosphatase = inhibition of human PTPN22 tyrosine phosphatase – biochemical, DiFMUP fluorescence, recombinant catalytic domain, 10 µM, primary screen (AID 606); recombinant LYP catalytic domain, DiFMUP fluorescence; higher % means a stronger effect; inhibition, % at 10 µM; hits with a dose series show IC50 in µM; 52,000 tested, under 10 active;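 active = IC50 under 40 µM in the dose-response test; inactive = IC50 of 40 µM or more, or never dose-tested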
PMK inhibit pilot replicates = also measured in PMK inhibit; calls as there; inhibition, %; measured here: pilot screen replicates
MK inhibit pilot replicates = second read-out of MK inhibit, no call of its own (marks repeat the call); inhibition, %; measured here: pilot screen replicates
DPM-DC inhibit pilot screen % = further read-out of DPM-DC inhibit, marked with its call; inhibition, %; measured here: pilot screen trials
Starred values were filed as active, the others as inactive; i = inactive; nt = not tested or not shown. Rule as the data show it, unless noted: active = cytotoxicity above about 50%; inactive = the rest.

Preview (13 entries):
SMILES	MK inhibit	HPDE-C7K KRASV12	PMK inhibit	DPM-DC inhibit	Alkaline phosphatase	HT1080 viability	HPDE-C7 viability	Bfl-1 inhibitors	LYP phosphatase	others
O=C(OCCN1CCCCC1)c1cc2ccccc2o1	0	-1%	0	i	6%	1%	-8%	-8%	nt
COc1ccccc1N(CC(N)=O)S(=O)(=O)c1ccc(C)cc1	3	-22%	1	i	10%	-4%	-17%	-5%	-1%
Cn1c(=O)c2c(nc(CN3CCN(c4ccccc4)CC3)n2Cc2c(F)cccc2Cl)n(C)c1=O	9	-15%	14	i	12%	1%	-24%	-1%	nt
Cc1cc(NS(=O)(=O)c2ccc(Br)s2)no1	5	nt	7	i	nt	4%	nt	nt	7%
Cc1cc(N2CCC(C)CC2)nc2ccc(N3C(=O)CCC3=O)cc12	4	1%	8	nt	5%	6%	-1%	-6%	8%
COc1ccccc1CNC(=O)C1CCN(Cc2nc(-c3ccc(Cl)cc3)oc2C)CC1	6	-8%	16	i	-1%	2%	-13%	-4%	0%
CCOCCCN(Cc1cc2cc(C)cc(C)c2[nH]c1=O)C(=O)N(CC)CC	2	-4%	0	i	10%	-5%	-9%	-9%	6%	PMK inhibit pilot replicates=1.0;MK inhibit pilot replicates=5.5;DPM-DC inhibit pilot screen %=1.5
COc1ccc(S(=O)(=O)N2CCN(C(=O)c3c(C)nn(-c4ccccc4)c3Cl)CC2)cc1	3	-3%	13	i	9%	4%	3%	4%	7%
Cc1cc(NC(=O)CN2CC3CC(C2)c2cccc(=O)n2C3)nc2c1c(=O)oc1ccccc12 (stereo not drawn)	7	8%	0	i	8%	1%	4%	1%	nt
COc1ccc(Cn2nnnc2C(c2ccccc2Cl)N2CCN(C3CCCC3)CC2)cc1 (stereo not drawn)	9	6%	12	i	10%	-17%	-2%	-2%	8%
CCCc1cc(=O)oc2c(CN3CCCC3)c(O)ccc12	6	-14%	0	nt	2%	19%	-8%	4%	-4%
COc1cc(C2NC(=O)NC(C)=C2C(=O)OC2CCCCC2)cc(Br)c1O (stereo not drawn)	4	22%	2	i	6%	-4%	19%	-3%	4%
CCOC(=O)N1CCN(C(=O)CSc2nc3ccccc3c(=O)n2-c2ccccc2)CC1	2	2%	13	i	9%	5%	-6%	-5%	nt

The list itself, from the start:
SMILES	MK inhibit	HPDE-C7K KRASV12	PMK inhibit	DPM-DC inhibit	Alkaline phosphatase	HT1080 viability	HPDE-C7 viability	Bfl-1 inhibitors	LYP phosphatase	others
O=C(OCCN1CCCCC1)c1cc2ccccc2o1	0	-1%	0	i	6%	1%	-8%	-8%	nt
COc1ccccc1N(CC(N)=O)S(=O)(=O)c1ccc(C)cc1	3	-22%	1	i	10%	-4%	-17%	-5%	-1%
Cn1c(=O)c2c(nc(CN3CCN(c4ccccc4)CC3)n2Cc2c(F)cccc2Cl)n(C)c1=O	9	-15%	14	i	12%	1%	-24%	-1%	nt
Cc1cc(NS(=O)(=O)c2ccc(Br)s2)no1	5	nt	7	i	nt	4%	nt	nt	7%
Cc1cc(N2CCC(C)CC2)nc2ccc(N3C(=O)CCC3=O)cc12	4	1%	8	nt	5%	6%	-1%	-6%	8%
COc1ccccc1CNC(=O)C1CCN(Cc2nc(-c3ccc(Cl)cc3)oc2C)CC1	6	-8%	16	i	-1%	2%	-13%	-4%	0%
CCOCCCN(Cc1cc2cc(C)cc(C)c2[nH]c1=O)C(=O)N(CC)CC	2	-4%	0	i	10%	-5%	-9%	-9%	6%	PMK inhibit pilot replicates=1.0;MK inhibit pilot replicates=5.5;DPM-DC inhibit pilot screen %=1.5
COc1ccc(S(=O)(=O)N2CCN(C(=O)c3c(C)nn(-c4ccccc4)c3Cl)CC2)cc1	3	-3%	13	i	9%	4%	3%	4%	7%
Cc1cc(NC(=O)CN2CC3CC(C2)c2cccc(=O)n2C3)nc2c1c(=O)oc1ccccc12 (stereo not drawn)	7	8%	0	i	8%	1%	4%	1%	nt
COc1ccc(Cn2nnnc2C(c2ccccc2Cl)N2CCN(C3CCCC3)CC2)cc1 (stereo not drawn)	9	6%	12	i	10%	-17%	-2%	-2%	8%
CCCc1cc(=O)oc2c(CN3CCCC3)c(O)ccc12	6	-14%	0	nt	2%	19%	-8%	4%	-4%
COc1cc(C2NC(=O)NC(C)=C2C(=O)OC2CCCCC2)cc(Br)c1O (stereo not drawn)	4	22%	2	i	6%	-4%	19%	-3%	4%
CCOC(=O)N1CCN(C(=O)CSc2nc3ccccc3c(=O)n2-c2ccccc2)CC1	2	2%	13	i	9%	5%	-6%	-5%	nt
CCOC(=O)CNC(=O)CSc1ncnc2c1cnn2-c1ccc(C)cc1	10	2%	9	i	6%	nt	-16%	6%	5%
Cc1cccc(OCC(=O)Nc2cc(C)c(C)cc2O)c1	9	-6%	9	i	15%	-12%	7%	-12%	-2%
Cn1c2ccccc2c2c(C(=O)NCCCN3CCCC3=O)cn(C3CCCCC3)c(=O)c21	18	2%	21	nt	8%	nt	-3%	-1%	-3%	PMK inhibit pilot replicates=1.0;MK inhibit pilot replicates=0.0
CCOC(=O)c1ccc(S(=O)(=O)N2CCN(CC3CC=CCC3)CC2)cc1 (stereo not drawn)	7	-8%	1	i	12%	-7%	-7%	0%	nt
Cn1c(CCCCCN)nc2ccccc21	9	-27%	0	i	5%	-3%	-19%	-3%	nt
CCC(=O)Oc1ccc(-c2nc(-c3cccnc3)no2)cc1	11	-6%	11	i	12%	-7%	-4%	-10%	4%
COc1nc(Nc2ccc(-c3nc4ccccc4o3)cc2)nc(N2CCOCC2)n1	8	-12%	0	nt	18%	2%	-7%	-3%	9%
COc1ccc2cc3cc(C(=O)NCc4ccccn4)oc3nc2c1	0	-20%	6	nt	1%	-4%	-20%	-4%	-17%
Cc1cccc(NC2=NC(C)(C)N=C(N)N2)c1C	0	5%	6	i	15%	-1%	0%	-2%	4%
COC(=O)c1[nH]c2cccc(OC)c2c1NC(=O)CN1CCN(c2cccc(OC)c2)C(C)C1 (stereo not drawn)	4	10%	10	i	12%	-5%	6%	-3%	-1%
CCOC(=O)N1CCC(NC(=O)CCc2c(C)nc3c(c(C)nn3-c3ccccc3)c2C)CC1	4	6%	13	i	2%	9%	-14%	-1%	2%
CCCNC(=O)Cc1cc(=O)[nH]c(=O)[nH]1	6	-8%	15	i	10%	-3%	-3%	6%	6%

Going on with the list.
SMILES	MK inhibit	HPDE-C7K KRASV12	PMK inhibit	DPM-DC inhibit	Alkaline phosphatase	HT1080 viability	HPDE-C7 viability	Bfl-1 inhibitors	LYP phosphatase	others
Cc1cccc(C)c1NC(=O)C1CC(=O)N(C(C)C)C1 (stereo not drawn)	0	-6%	20	i	5%	0%	-5%	1%	6%
CCOc1ccc(/C=N/n2cnnc2)cc1	5	-15%	3	i	11%	-2%	-2%	11%	11%	PMK inhibit pilot replicates=0.0;MK inhibit pilot replicates=0.0;DPM-DC inhibit pilot screen %=0.5
C/C(=C1/SC(=S)N(CCC(=O)O)C1=O)c1ccc(O)cc1	9	11%	0	i	40%	-6%	2%	-2%	2%
C=CCn1c(SCC(=O)OCc2ccccc2)nc2c1c(=O)n(C)c(=O)n2C	5	-18%	3	i	5%	3%	-19%	0%	nt
CC(=O)c1c(C)nc(-c2ccc(Cl)cc2Cl)n1O	7	-6%	0	i	9%	-10%	-1%	-12%	0%
COc1ccc(COC(=O)C2=C(C)NC(=O)NC2c2ccc(O)c(OC)c2)cc1 (stereo not drawn)	6	9%	4	i	11%	-2%	4%	0%	4%
COc1ccc(C(O)c2nc3ccccc3n2C)cc1OC (stereo not drawn)	1	-10%	1	i	1%	3%	-8%	-11%	3%
CCOC(=O)CSc1nc2sc3c(c2c(=O)n1CC)CC(C)(C)OC3	10	-2%	5	i	4%	nt	-9%	-2%	7%
Cc1nc2nc(Cc3ccccc3)[nH]n2c(=O)c1Cl	5	8%	0	i	17%	nt	0%	-3%	9%
CC(C)c1nc(SCC(=O)N2CCN(c3ccccc3)CC2)c2c(=O)n(C)c(=O)n(C)c2n1	6	1%	6	i	9%	6%	-3%	4%	12%
CC1(C)CC(C2N3CC4(C)CN2CC(C)(C3)C4=O)CCO1 (stereo not drawn)	5	-13%	0	i	16%	-6%	-21%	-7%	nt
CCOCCn1c(SCCCc2ccccc2)nc2c1c(=O)[nH]c(=O)n2C	4	-24%	1	i	-6%	-1%	-27%	28%	5%
CCOC(=O)/C=C1\SCC(=O)N1Cc1nnc(-c2ccccc2Br)o1	3	-24%	7	i	9%	4%	-21%	-20%	18%	PMK inhibit pilot replicates=0.0;MK inhibit pilot replicates=0.0;DPM-DC inhibit pilot screen %=0.0
Cn1c(=O)c2c(ncn2CC(=O)N2CCN(c3ccc(F)cc3)CC2)n(C)c1=O	8	-2%	0	i	8%	11%	4%	0%	-2%
Cc1ccc2cc(CN(CC3CCCO3)C(=O)C(C)C)c(=O)[nH]c2c1 (stereo not drawn)	7	0%	16	i	12%	2%	-8%	-3%	3%
CCc1nnc(NC(=O)C2CCN(c3cnccn3)CC2)s1	0	-18%	20	i	-8%	12%	-18%	-3%	10%
CCOC(=O)Cn1c(=O)c2c(nc(N3CCCCC3)n2C)n(C)c1=O	15	-4%	17	i	4%	-18%	0%	4%	10%
COC(=O)c1ccccc1NC(=O)CSc1nc(-c2ccco2)cc(C(F)(F)F)n1	9	52%*	4	i	11%	52%*	42%	0%	7%
CC(c1ccco1)N(C(=O)c1ccc(S(=O)(=O)N2CCCCC2)cc1)c1ccccn1 (stereo not drawn)	2	-8%	0	i	5%	0%	-13%	7%	8%	PMK inhibit pilot replicates=0.0;MK inhibit pilot replicates=0.0;DPM-DC inhibit pilot screen %=0.0
CC1(C)Cc2c(sc3ncn4nc(-c5ccco5)nc4c23)CO1	nt	6%	11	i	7%	0%	-6%	2%	-9%
Nc1nonc1-c1nc2ccccc2n1CC(=O)N1CCN(c2ccc(F)cc2)CC1	6	0%	0	i	4%	8%	0%	1%	12%
Cc1ccc(N2C(=O)c3cccc4c(N5CCN(C)CC5)ccc(c34)C2=O)c2cccnc12	4	-3%	0	i	8%	10%	9%	125%	6%
CC(=O)c1cccc(NC(=O)C=C(C)C)c1	8	1%	0	i	2%	7%	6%	-2%	8%
Cc1cc(N2CCN(c3ccccc3)CC2)nc(-c2ccccc2)n1	0	-1%	11	i	8%	8%	5%	2%	nt
CCOc1cc2c(cc1OCC)C(C(=O)O)C(c1ccc(OC)c(O)c1)N(C)C2=O (stereo not drawn)	0	7%	14	i	3%	7%	0%	-6%	-1%
CCC(C(=O)Nc1nc(C)cs1)c1ccccc1 (stereo not drawn)	4	-16%	4	i	9%	0%	-20%	-4%	11%
CCC1(CC)C(=O)C(C)(C)C(=O)OC1c1ccccn1 (stereo not drawn)	8	2%	8	i	13%	14%	-1%	-5%	16%
COc1ccc(Nc2nc(OC)nc(N3CCN(c4ccc(OC)cc4)CC3)n2)cc1	3	8%	4	i	6%	35%	-14%	0%	7%	PMK inhibit pilot replicates=4.5;MK inhibit pilot replicates=0.5;DPM-DC inhibit pilot screen %=0.5
